High-throughput results as filed in PubChem BioAssay.
S1P3 antagonist – antagonists of human S1P3 receptor | Q99500 | CHO S1P3 NFAT-BLA reporter, FRET fluorescence, antagonist mode | inhibition, % at 4.98 µM | 0.27% of 170,000 active | AID 485;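 active = inhibition above the plate cutoff, the mean inhibition of test wells on that plate plus 3 SD, cut at about 28% in these data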;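 also: cells challenged with S1P at its EC80 of 0.8 µM; blue over green emission ratio from cleaved BLA substrate after 4 h stimulation; 0% = S1P-stimulated wells and 100% = unstimulated DMSO-only wells; some compounds past the cut are filed as inactive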
Target sequence (Q99500 whole entry, looked up): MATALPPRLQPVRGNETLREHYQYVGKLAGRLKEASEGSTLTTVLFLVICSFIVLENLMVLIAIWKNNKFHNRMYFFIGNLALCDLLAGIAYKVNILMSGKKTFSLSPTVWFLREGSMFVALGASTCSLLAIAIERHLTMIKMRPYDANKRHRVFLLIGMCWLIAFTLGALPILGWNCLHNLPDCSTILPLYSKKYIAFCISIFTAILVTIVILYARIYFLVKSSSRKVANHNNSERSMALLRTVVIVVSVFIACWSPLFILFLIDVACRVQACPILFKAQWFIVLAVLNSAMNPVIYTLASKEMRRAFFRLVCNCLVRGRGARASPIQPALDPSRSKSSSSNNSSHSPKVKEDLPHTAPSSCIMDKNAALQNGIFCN
Redox H2O2 prof – compounds producing H2O2 with reducing agent – biochemical, NIH compound library profiling, artefact control for MLSCN library redox annotation, primary screen | activation, % at 10 µM | 0.03% of 200,000 active | DTT-dependent redox cycling H2O2, phenol red/HRP absorbance; 100% = 100 µM peroxide control, 0% = buffer;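 active = activation of at least 50% relative to the plate's high and low controls in the primary single-dose screen; inactive = activation below 50%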;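 also: compound incubated with DTT at 0.8 mM final as the reducing agent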
PPARg SRC3 recr – agonists of human PPARgamma SRC-3 coactivator recruitment; biochemical PPARgamma/SRC-3 coactivator recruitment assay; activation, % at 8 µM; 0.26% of 200,000 active; AID 731; in the data active = activation above about 23%;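 also: 0% = DMSO and 100% = reference agonist; some compounds past the cut are filed as inactive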
Target sequence (P37231 whole entry, looked up): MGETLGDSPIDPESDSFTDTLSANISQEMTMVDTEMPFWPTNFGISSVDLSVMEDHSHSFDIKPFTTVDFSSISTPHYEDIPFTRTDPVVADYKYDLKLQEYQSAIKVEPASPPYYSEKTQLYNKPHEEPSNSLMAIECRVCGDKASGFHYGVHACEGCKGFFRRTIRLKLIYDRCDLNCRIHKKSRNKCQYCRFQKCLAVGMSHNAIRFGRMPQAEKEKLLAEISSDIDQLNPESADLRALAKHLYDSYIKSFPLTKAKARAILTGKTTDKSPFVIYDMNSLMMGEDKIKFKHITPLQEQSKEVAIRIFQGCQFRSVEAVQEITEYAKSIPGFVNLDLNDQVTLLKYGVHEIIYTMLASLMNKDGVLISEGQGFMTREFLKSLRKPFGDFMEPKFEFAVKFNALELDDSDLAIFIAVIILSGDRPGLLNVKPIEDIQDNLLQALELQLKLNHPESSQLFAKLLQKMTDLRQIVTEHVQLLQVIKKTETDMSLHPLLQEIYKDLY
bIAP inhibitor – blocks bovine intestinal alkaline phosphatase activity | inhibition, % at 20 µM | purified bovine IAP, CDP-star luminescence, 30 min | 190,000 tested, under 10 active;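 active = over 50% inhibition of intestinal alkaline phosphatase at 20 µM in the single-dose screen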
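Incubation: 30 min reaction at room temperature / Material: purified bovine intestinal alkaline phosphatase (IAP) enzyme / Input: enzyme at 1/65,000,000 dilution / Dosing: 20 µM single dose / Signal: CDP-star luminescence signal / Reagent: CDP-star chemiluminescent phosphatase substrate, 30 µM final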
ROMK mod – modulates human ROMK potassium channel activity; P48048; B-score at 10 µM; 2% of 130,000 active; Tet-inducible ROMK, thallium flux fluorescence; actives lie on both sides; AID 1918;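 active = signal ratio slope over the read window, or its plate-corrected B-score, at least 3 SD from the plate mean, either direction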;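 also: B-score of the F/F0 ratio slope over 7 to 12 s after thallium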
PPARg SRC-2 ag – promotes SRC-2 coactivator recruitment by human PPARgamma; P37231; PPARgamma LBD-SRC-2 recruitment, biochemical; activation, % at 8 µM; 0.34% of 200,000 active; AID 1032; in the data active = activation above about 22%;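 also: 0% = vehicle and 100% = reference agonist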
PPARg SRC-1 ag – PPARgamma-driven SRC-1 recruitment agonism | P37231 | PPARgamma-SRC-1 coactivator recruitment biochemical assay | activation, % at 8 µM | 0.41% of 200,000 active; in the data active = activation above about 19%;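 also: 0% = DMSO and 100% = reference agonist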
bIAP act – intestinal alkaline phosphatase (bovine) activation; 0.17% of 200,000 active; activation factor at 20 µM; purified bovine IAP, CDP-star luminescence, 30 min; active compounds read high; fold of DMSO-control signal, blank-subtracted;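 active = activation factor of 2 or more at 20 µM, a signal rise over negative controls twice the positive control's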
Lmaj promast – reduces viability of Leishmania major promastigotes; inhibition, % at 10 µM; AID 1063; 9% of 200,000 active; resazurin fluorescence viability; in the data active = inhibition above about 50%;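 also: promastigotes grown with compound for 44 hours at 28 °C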
TR-FRET SRC-2 ct – TR-FRET artefact, counter-screen to PPARgamma/SRC-2 agonist assay; active compounds read high; TR-FRET ratio at 8 µM; 0.4% of 200,000 active; AID 1049; in the data active = TR-FRET ratio above about 2000; also: inactives centre near 1500; reference of the scale not given here
TLR4 MyD88 comp – blocks binding of human TLR4 to MyD88; O00206+Q99836; HeLa CL3-4 TLR4/MyD88 BLA complementation, FRET ratio; inhibition, % at 8.4 µM; 0.18% of 200,000 active; AID 861; in the data active = inhibition above about 25%;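 also: 0% = vehicle and 100% = reference inhibitor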
* = called active by the depositor; nt = not tested or not shown.

SMILES	S1P3 antagonist	Redox H2O2 prof	PPARg SRC3 recr	bIAP inhibitor	ROMK mod	PPARg SRC-2 ag	PPARg SRC-1 ag	bIAP act	Lmaj promast	TR-FRET SRC-2 ct	TLR4 MyD88 comp
CCOC(=O)CC1C(=O)NCCN1C(=O)Nc1ccc(Cl)cc1 (stereo not drawn)	nt	0.0	-3	13	-0.095	-3	2	0.9	-4	1448	-6
COc1cc2c(C)nc3c(c(C)nn3-c3ccccc3)c2cc1OC	-1	-0.5	-2	-7	-0.033	3	0	1.1	1	1505	13
O=C(C1=C(O)C(=O)N(CCCN2CCOCC2)C1c1ccccn1)c1cc2ccccc2o1 (stereo not drawn)	nt	-0.2	35*	6	-0.047	25*	21*	0.9	-8	1804	-8
O=C1CC(c2ccccc2)CN1S(=O)(=O)c1ccccc1 (stereo not drawn)	4	-1.9	-4	14	nt	-5	-3	0.9	-6	1513	6
COCCNC(=O)c1c(N)n(CCCn2ccnc2)c2nc3ccccc3nc12	-4	1.4	9	-15	-1.3	-1	4	1.2	11	1626	-8
CCn1c2ccccc2c2cc(CN3CCN(S(=O)(=O)CC)CC3)ccc21	-8	-1.0	5	5	0.23	7	0	0.9	28	1504	11
COc1ccc(CNC(=O)C(=O)NCc2ccncc2)cc1	3	2.1	3	5	-0.15	7	-3	0.9	-2	1582	5
Cc1ccc(Cl)cc1NC(=S)N(Cc1cccnc1)Cc1ccccc1Cl	-3	-0.8	-1	-4	-2.2	-14	-2	1	99*	1502	-5
O=C(Cn1ncc2c(=O)oc3ccccc3c21)NCCC1=CCCCC1	-47	1.9	5	0	nt	7	0	1	-8	1469	-8
O=C(O)C1C2C=CC3(CN(Cc4ccccn4)C(=O)C13)O2 (stereo not drawn)	-1	-0.2	0	-4	-0.0053	-3	-2	1	-8	1551	-6
COc1ccc(OCCC(=O)NCc2ccccc2)cc1	-8	-0.4	0	9	nt	-5	-2	0.9	-4	1469	-10
CCN(CC)S(=O)(=O)c1ccc(Cl)c(C(=O)Nc2ccc(Cl)cc2[N+](=O)[O-])c1	9	-0.2	0	-1	nt	-10	-3	1	85*	1567	-9
CSCCC(NC(N)=O)C(=O)NCc1cccc(Cl)c1 (stereo not drawn)	nt	0.0	11	-3	0.017	1	2	1	-4	1440	1
CCOC(=O)c1ccccc1NC(=O)/C=C/c1cc(OC)c(OC)c(OC)c1	nt	0.2	7	-2	1.4	0	0	1	-1	1521	-4
S=C(NCCc1ccccc1)Nc1ccc(Nc2ccccc2)cc1	-9	3.1	0	6	-0.24	-2	10	0.9	12	1542	2
O=C1c2ccccc2C(=O)N1c1ccc(Br)c2cccnc12	-4	-1.0	0	-1	0.36	6	4	1	-5	1484	-3
CCOc1ccc(OCC)c(S(=O)(=O)NC2CC(C)(C)NC(C)(C)C2)c1	-19	1.2	1	-11	-0.003	5	6	1.1	-5	1489	-2
O=C(c1sc(N2CCOCC2)nc1-c1ccccc1)N1CCCCC1	-15	-0.2	6	5	nt	-1	1	0.9	-4	1660	6
Clc1ncccc1-c1nc2ccccc2s1	-15	3.5	5	-6	-1.1	5	3	1.1	10	1461	-5
CCC(C)C(=O)N1c2ccccc2C(=C2SC(C(=O)OC)=C(C(=O)OC)S2)C(=S)C1(C)C (stereo not drawn)	nt	-7.6	7	33	nt	1	6	0.7	9	1645	5
CCOC(=O)Cc1csc(SCC(=O)/C(C#N)=C(\C)N)n1	-7	2.0	1	5	nt	-1	0	1	3	1502	-2
CCOC(=O)C1CCCN(Cc2nc(N)nc(Nc3ccccc3OC)n2)C1 (stereo not drawn)	-1	-2.5	2	2	nt	-4	-8	1	-1	1335	5
CN1CCN(C(=O)c2ccc3c(c2)S(=O)(=O)c2ccccc2C3=O)CC1	-13	0.2	-1	2	0.64	-2	-1	1	5	1411	-3
Clc1ccc(OCc2nc(-c3ccncc3)no2)cc1	nt	0.5	9	2	nt	1	6	1	-5	1563	7
O=C(c1cc(Br)c(Br)s1)N1CCN(C/C=C/c2ccccc2)CC1	nt	0.2	1	-1	-2.6	11	2	1	39	1602	-1
COc1cccc2sc(N(CCN(C)C)C(=O)/C=C/c3cccs3)nc12	-6	-0.1	5	8	-0.28	9	-2	0.9	7	1515	-3
CCCN(CCC)C(=O)c1ccc2c(c1)OCO2	nt	1.7	1	19	nt	8	2	0.8	-5	1560	-15
Cc1ccccc1C(=O)N1CCC(C(=O)Nc2ccc(S(=O)(=O)N3CCCC3)cc2)CC1	-38	2.2	-1	-22	-1.5	1	-5	1.2	0	1417	-6
Cc1ccsc1C(=O)Nc1cccc(S(=O)(=O)N(C)C)c1	0	-0.6	3	6	0.031	9	3	0.9	-4	1440	0
Cc1cc2cc3c(cc2nc1SCC(=O)N1CCN(C(=O)c2ccco2)CC1)OCO3	5	0.1	13	0	-1.1	12	11	1	10	1665	-13

Individual results from the entries so far.
For PPARg SRC3 recr, `Clc1ccc(OCc2nc(-c3ccncc3)no2)cc1` has the entry 9
For PPARg SRC-1 ag, `CCCN(CCC)C(=O)c1ccc2c(c1)OCO2` has the entry 2

(continued)
SMILES	S1P3 antagonist	Redox H2O2 prof	PPARg SRC3 recr	bIAP inhibitor	ROMK mod	PPARg SRC-2 ag	PPARg SRC-1 ag	bIAP act	Lmaj promast	TR-FRET SRC-2 ct	TLR4 MyD88 comp
O=C(O)CCC(=O)Nc1ccccc1C(=O)NCc1ccco1	nt	3.0	-2	9	1.1	14	0	0.9	-6	1523	2
O=C(CCS(=O)(=O)c1cccc2nsnc12)N1CCN(C(=O)c2ccco2)CC1	nt	-2.1	3	2	-0.012	4	6	1	-5	1730	12
Cc1[nH]c2ccccc2c1C(=O)C(=O)NCCCn1ccnc1	0	0.2	1	-6	0.34	7	2	1.1	-6	1548	10
O=C(COc1ccccc1[N+](=O)[O-])N/N=C/c1ccncc1	-12	-1.2	-3	20	nt	-4	-3	0.8	6	1579	3
Cc1ccc(S(=O)(=O)NNc2nc3ccccc3nc2C(F)(F)F)cc1	nt	0.0	1	2	nt	8	3	1	0	1671	-2
COCC(C)n1c(C)cc(C(=O)COC(=O)c2ccc3ncsc3c2)c1C (stereo not drawn)	-8	-0.5	-5	33	-0.25	0	4	0.7	-8	1609	-1
CCN(CC)CCNC(=O)C(C)c1nn(CC)c(=O)c2ccccc12 (stereo not drawn)	nt	-0.9	4	20	nt	12	0	0.8	-5	1593	-12
CCc1nnc(NC(=O)[C@@H](NC(=O)c2ccc(C(C)(C)C)cc2)C(C)C)s1	-31	-0.3	0	-42	1.9	-2	-2	1.4	27	1334	-2
Cc1cccc(OCC(O)Cn2c(NCc3cccnc3)nc3c2c(=O)[nH]c(=O)n3C)c1 (stereo not drawn)	-55	-0.9	-8	-2	nt	-4	-3	1	1	1508	-13
CC1(C)CC(=O)C(/C=N/n2cnc3ccccc3c2=O)=C(O)C1	-6	0.4	7	8	0.6	2	4	0.9	-2	1463	-5
COc1ccc(S(=O)(=O)N(C)C2CCS(=O)(=O)C2)cc1OC (stereo not drawn)	15	-2.9	1	-7	-0.87	1	2	1.1	-4	1484	-1
COC(=O)c1sc(=S)n(-c2ccccc2OC)c1N	nt	-3.4	3	-2	nt	2	0	1	-4	1607	-12
Cc1cnc(NC(=O)CCCc2nc3ccccc3s2)s1	nt	1.7	0	14	nt	2	7	0.9	4	1569	0
COc1cccc(C2C=C(c3cccs3)Nc3ncnn32)c1OC (stereo not drawn)	-12	1.6	18	3	nt	4	2	1	1	1639	3
CCOC(=O)c1c(C)oc2ccc(O)c(CN(C)C)c12	-12	-3.0	0	7	nt	0	2	0.9	1	1498	-14
Cc1ccc(-n2nnnc2SC(C(=O)c2c[nH]c3ccccc23)c2ccccc2)cc1 (stereo not drawn)	0	1.2	5	32	nt	8	10	0.7	25	1605	-21
CCCC(=O)c1ccc(N2CCN(C(=O)c3ccccc3)CC2)c(F)c1	-11	2.8	1	3	nt	-5	-5	1	-7	1480	-9
O=C(NCCCc1ccccc1)Nc1cccc(Cl)c1	-18	-0.3	7	-2	nt	5	6	1	6	1502	-7
COc1ccc(N2CCN(C(=O)c3cccc4nc(C)oc34)CC2)cc1	-1	-0.1	1	-5	-0.26	4	4	1	-3	1577	-7
COc1ccc(C(=O)NC(=S)Nc2ccc3oc(=O)ccc3c2)cc1	-3	-0.1	-4	10	0.38	-2	-3	0.9	-3	1214	-13
Brc1cccc2sc(N3CCN(c4ccccc4)CC3)nc12	-9	-0.3	4	17	-0.98	4	-4	0.8	9	1453	-12
Cc1cc(C)nc(SCc2nnc(SCC(=O)Nc3ccccc3C)n2Cc2ccco2)n1	-2	-1.2	2	-6	nt	-6	-2	1.1	-4	1485	-9
CCOc1ccccc1NC(=O)Nc1ccc(Cl)cc1	8	-0.1	0	30	-0.68	1	6	0.7	-1	1399	0
Nn1c(SCCOc2ccc(Cl)cc2)nnc1-c1cccnc1	3	-2.3	4	3	-1.7	11	1	1	-14	1743	0
CC(O)CNC(=O)c1ccc(-c2nn(C)c(=O)c3ccccc23)cc1 (stereo not drawn)	nt	-0.1	16	6	1.3	16	5	0.9	3	1646	8
